RAM inhibit – inhibitors of the yeast RAM network | S. cerevisiae dse1pr::URA3 reporter, 5-FOA growth OD615, 2 d; analog-sensitive cbk1-as2 kinase mutant strain | inhibition, % at 50 µM | 1.8% of 190,000 active | AID 868;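 active = inhibition above a set limit, 3 SD over mean compound inhibition, cut at about 8.4% in these data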;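 note: 0% = DMSO-only wells with no growth and 100% = 10 µM 1-NA-PP1 full growth; inhibition rescues growth on 5-FOA so higher OD means more RAM inhibition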
G6PDH CS – L. mesenteroides G6PDH inhibition counter-screen; Purified L. mesenteroides G6PDH, diaphorase/resazurin coupled fluorescence, 45 min; inhibition, % at 5 µM; 0.12% of 200,000 active; AID 1020
TLR4-MyD88 BLA – inhibitors of human TLR4-MyD88 binding. 0.18% of 200,000 active. inhibition, % at 8.4 µM. O00206+Q99836. HeLa CL3-4 TLR4/MyD88 BLA complementation, FRET ratio. AID 861; in the data active = inhibition above about 25%;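 note: 0% = vehicle and 100% = reference inhibitor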
S1P3 antagonist – S1P3 (human) receptor antagonism. inhibition, % at 4.98 µM. AID 485. CHO S1P3 NFAT-BLA reporter, FRET fluorescence, antagonist mode. Q99500. 0.27% of 170,000 active;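 active = inhibition above the plate cutoff, the mean inhibition of test wells on that plate plus 3 SD, cut at about 28% in these data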;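 note: cells challenged with S1P at its EC80 of 0.8 µM; blue over green emission ratio from cleaved BLA substrate after 4 h stimulation; 0% = S1P-stimulated wells and 100% = unstimulated DMSO-only wells; some compounds past the cut are filed as inactive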
Target sequence (Q99500 whole entry, looked up): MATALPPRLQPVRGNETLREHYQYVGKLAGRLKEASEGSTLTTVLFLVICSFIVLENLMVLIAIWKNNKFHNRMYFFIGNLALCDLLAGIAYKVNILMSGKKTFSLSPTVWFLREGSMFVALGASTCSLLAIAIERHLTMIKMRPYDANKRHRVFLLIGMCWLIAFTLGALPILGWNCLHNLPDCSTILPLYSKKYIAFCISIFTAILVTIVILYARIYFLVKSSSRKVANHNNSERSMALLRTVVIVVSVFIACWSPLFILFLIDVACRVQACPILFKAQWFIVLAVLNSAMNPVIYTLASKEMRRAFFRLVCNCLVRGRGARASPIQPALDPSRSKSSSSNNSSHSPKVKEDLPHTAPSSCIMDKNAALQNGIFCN
DTT redox prof – compounds producing H2O2 with reducing agent – biochemical, NIH compound library profiling, artefact control for MLSCN library redox annotation, primary screen; DTT-dependent redox cycling H2O2, phenol red/HRP absorbance; 100% = 100 µM peroxide control, 0% = buffer; activation, % at 10 µM; 0.03% of 200,000 active;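 active = activation of at least 50% relative to the plate's high and low controls in the primary single-dose screen; inactive = activation below 50%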;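 note: compound incubated with DTT at 0.8 mM final as the reducing agent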
Diaph inh CS – counter-screen for diaphorase-based assays: diaphorase inhibitors and chemical oxidizers | diaphorase resazurin-to-resorufin fluorescence, NADH, 16 min; bacterial (C. kluyveri) enzyme, not human | inhibition, % at 20 µM | 0.69% of 190,000 active;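 active = primary screen inhibition at 20 µM above a set limit, cut at about 50% in these data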;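 note: plate controls were DMSO with full reaction for no effect and wells lacking NADH for full effect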
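Assay system – diaphorase enzyme from Clostridium kluyveri · Amount – diaphorase 0.14 U/mL (working solution) · Times – reaction incubation of 16 min at room temperature · Controls – No-NADH positive control and DMSO neutral control · Signal – resorufin fluorescence 544/590 nm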
Hsp70 act – Hsp70 transcriptional activation, primary screen | activation, % at 10 µM | HeLa Hsp70 promoter luciferase reporter, luminescence; scaled: vehicle 0, proteasome-inhibitor control 100% | 0.04% of 200,000 active;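 active = activation above the mean across all tested compounds plus 3 SD, cutoff set per campaign, cut at about 5.5% in these data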;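 note: 100% = MG132 at 30 µM as the positive control and 0% = DMSO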
Diaph act CS – counter-screen for diaphorase-based assays: diaphorase activators and chemical reducers | AID 1229 | activation factor at 20 µM | Diaphorase/resazurin coupled assay, resorufin fluorescence, 16 min; active compounds read high; 1 = vehicle wells, 0 = NADH-free wells | 0.005% of 190,000 active;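 active = diaphorase activity raised at least twofold by the compound at 20 µM; inactive = activation factor below 2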
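Material: Clostridium kluyveri diaphorase, purified enzyme; Quantity: enzyme 0.07 U/mL final; Medium: HEPES pH 7.4 buffer with MgCl2 and Tween 20; Dosing: single compound dose of 20 µM, 1% DMSO final; Schedule: 16 min reaction at room temperature; Measured by: red resorufin fluorescence at 544/590 nm excitation/emission.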
Lmaj promast – reduces viability of Leishmania major promastigotes; resazurin fluorescence viability; inhibition, % at 10 µM; 9% of 200,000 active; AID 1063;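 note: promastigotes grown with compound for 44 hours at 28 °C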
PMI act satM6P – activators of human phosphomannose isomerase at near-saturating mannose 6-phosphate; coupled PMI enzyme assay, resazurin fluorescence, 20 min; active compounds read high; 1 = untreated enzyme, 0 = substrate-free blank; 0.34% of 190,000 active; activation factor at 20 µM;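 active = activation factor of 2 or more at 20 µM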
Target sequence (P34949 whole entry, looked up): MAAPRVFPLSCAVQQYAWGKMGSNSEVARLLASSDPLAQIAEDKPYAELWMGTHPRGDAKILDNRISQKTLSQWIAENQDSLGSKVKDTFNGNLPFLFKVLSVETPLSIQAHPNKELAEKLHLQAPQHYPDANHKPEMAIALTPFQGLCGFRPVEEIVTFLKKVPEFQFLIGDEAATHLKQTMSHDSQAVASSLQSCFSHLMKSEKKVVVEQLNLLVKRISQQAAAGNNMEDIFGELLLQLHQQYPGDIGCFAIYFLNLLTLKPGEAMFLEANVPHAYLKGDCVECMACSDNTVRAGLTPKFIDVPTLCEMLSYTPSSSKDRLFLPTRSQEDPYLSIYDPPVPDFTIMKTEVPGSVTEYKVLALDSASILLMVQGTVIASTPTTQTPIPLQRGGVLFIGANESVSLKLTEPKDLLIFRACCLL
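Material: human phosphomannose isomerase with PGI, G6PDH, diaphorase coupling enzymes / Reagent: Man-6-P substrate 1.0 mM / Dosing: single compound dose of 20 µM, 1% DMSO final / Incubation: enzyme reaction with compound 20 min at room temperature / Signal: resorufin fluorescence (Ex 544/Em 590 nm) from resazurin via diaphorase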
PMI act – increases human mannose-6-phosphate isomerase activity; purified human PMI, coupled resazurin fluorescence, 20 min; active compounds read high; 1 = vehicle control, 0 substrate-free wells; activation factor at 20 µM; 0.005% of 190,000 active; AID 1214;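 active = activation factor of 2 or more at 20 µM, relative to plate controls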
* marks the source's active call; other numbers are inactive results; / = no result given. Cut-off read from the data, not from the text of the source, unless noted: active = inhibition above about 50%; inactive = the rest.

compound	Hsp70 act	Diaph act CS	RAM inhibit	PMI act satM6P	S1P3 antagonist	PMI act	G6PDH CS	DTT redox prof	Lmaj promast	Diaph inh CS	TLR4-MyD88 BLA
COc1ccc(C2C(C#N)=C(N)Oc3cc(C)[nH]c(=O)c32)c(OC)c1OC (stereo unspecified)	-0.6	0.9	-0.1	1	/	0.9	0	-0.1	-4	13	-5
N#Cc1cc(C(=O)c2ccccc2OCC(=O)Nc2ccccc2Cl)cn(C2CCCCC2)c1=O	-0.2	0.8	5.8	0.9	2	0.9	6	1.1	44	18	-2
CCN(C(=O)CN(C)Cc1cccc(Cl)c1Cl)c1c(N)n(Cc2ccccc2)c(=O)[nH]c1=O	-0.3	0.9	1.0	1	4	0.9	-1	0.3	-3	14	1
CCCCNC(=O)CC1N=C2c3ccccc3N=C(SCC(=O)Nc3ccccc3OC)N2C1=O (stereo unspecified)	-0.2	0.9	1.4	0.9	0	0.9	7	-0.2	4	14	0
C/C(Cl)=C/Cn1c(SCC(C)C)nc2c1c(=O)[nH]c(=O)n2C	/	1	/	1.1	-4	1.1	0	/	/	2	/
COCCCNC(=O)CN(c1ccc(OC)cc1)S(=O)(=O)c1ccc(NC(C)=O)cc1	-0.2	1	2.3	0.9	/	1	8	-0.4	-12	4	5
COc1ccc(CCNC(=O)CCS(=O)(=O)c2ccc(Br)cc2)cc1OC	0.3	1	4.3	1.1	9	1	7	-1.1	0	-2	-3
O=C(O)C1=C[C@@H](C2CC2)C[C@@H](OCc2ccc(CO)cc2)O1	0.0	0.9	1.1	1.1	0	1	6	0.6	-6	8	6
O=C(c1cccnc1)N1CCN(S(=O)(=O)c2ccc(F)cc2)CC1	-0.2	1	0.6	1	-6	1	10	0.1	-11	-4	-2
CC(=O)Nc1ccc(S(=O)(=O)N2CCN(C)CC2)cc1	-0.2	1	0.5	1.1	/	1.1	12	0.1	-8	0	17
CC(=O)C1C(c2ccc(Br)cc2)C2C(C)=NN=C2CC1(C)O (stereo unspecified)	-0.4	0.9	1.2	0.9	0	0.9	-16	0.4	-8	6	-8
COc1cc(CCC(=O)Nc2ccc(Br)c(C(F)(F)F)c2)cc(OC)c1OC	-0.3	0.8	6.4	0.9	-1	0.8	10	0.2	13	21	-2

One compound at a time, from the list above. Order of screens: Hsp70 act	Diaph act CS	RAM inhibit	PMI act satM6P	S1P3 antagonist	PMI act	G6PDH CS	DTT redox prof	Lmaj promast	Diaph inh CS	TLR4-MyD88 BLA
Listed for CCCCNC(=O)CC1N=C2c3ccccc3N=C(SCC(=O)Nc3ccccc3OC)N2C1=O (stereo unspecified) : -0.2	0.9	1.4	0.9	0	0.9	7	-0.2	4	14	0
Listed for N#Cc1cc(C(=O)c2ccccc2OCC(=O)Nc2ccccc2Cl)cn(C2CCCCC2)c1=O : -0.2	0.8	5.8	0.9	2	0.9	6	1.1	44	18	-2

The results go on:
compound	Hsp70 act	Diaph act CS	RAM inhibit	PMI act satM6P	S1P3 antagonist	PMI act	G6PDH CS	DTT redox prof	Lmaj promast	Diaph inh CS	TLR4-MyD88 BLA
Cc1ccc(CCNC(=O)C2CCC(=O)N2C2CCCC2)cc1 (stereo unspecified)	0.0	0.9	1.1	1	-6	0.9	24	0.7	-4	13	3
NC(=O)[C@@H]1CCCNc2c(F)cc([N+](=O)[O-])cc2C(=O)N[C@@H](CO)C(=O)NCC(=O)N1	-0.1	0.8	0.0	1	-11	1	13	0.5	-2	18	-11
Cc1ccc(S(=O)(=O)N(Cc2nccn2C)C(C)C)cc1	-0.3	0.9	2.5	1.1	-14	1	4	-0.2	-5	8	-7
N#CCC(=O)Nc1nc(-c2ccc3c(c2)OCCO3)cs1	0.7	0.9	0.2	1	-10	0.9	-5	-0.1	-5	8	-9
c1ccc(Oc2ccc(-n3cnnn3)cc2)cc1	0.4	0.8	1.0	0.8	7	0.8	-4	1.9	20	19	-13
Cc1cccc(Nc2ncnc3c2cnn3Cc2ccccc2)c1	-0.1	0.9	-1.1	1	-5	1.1	12	-0.7	-2	13	5
O=C(COc1ccccc1)Nc1nc(-c2ccc(S(=O)(=O)N3CCOCC3)cc2)cs1	0.2	0.7	3.9	0.9	24	0.9	2	-0.9	15	27	-4
Cc1ccc(Sc2cnc3ccccc3n2)cc1	0.1	0.8	0.1	0.9	/	0.8	0	0.2	-4	18	6
Cc1cc(C)c2c(N=CN(C)C)c(C(=O)N3CCN(c4ncccn4)CC3)sc2n1	-0.3	0.8	1.0	0.9	1	1	4	2.0	-6	17	13
CSCCC(NC(=O)C1CCC(C)CC1)C(=O)NCCN1CCC(C)CC1 (stereo unspecified)	-0.2	0.9	-0.2	1	-18	0.8	6	-0.6	9	14	-1
O=S(=O)(N1CCOCC1)N1CCCN(S(=O)(=O)N2CCOCC2)CC1	-0.4	0.9	-0.7	0.9	-16	0.9	2	-0.7	-4	13	2
O=C1N(c2cccc(Cl)c2)C(c2ccccc2)N2CCCN12 (stereo unspecified)	-0.2	0.9	0.9	0.9	-3	0.9	-6	0.1	-4	7	3
COC(=O)c1ccc(N2CCC(c3cc(-c4ccc(OC)cc4)n[nH]3)CC2)c([N+](=O)[O-])c1	0.1	0.8	8.3	1	/	0.9	6	10	21	16	4
CC1(C)CC(=O)c2c(n(S(=O)(=O)c3ccccc3)c3ccc(NS(=O)(=O)c4ccccc4)cc23)C1	-0.1	0.9	5.4	1	-3	0.9	-11	0.0	99*	11	-1
CC(=O)NCCC(=O)Nc1cccc(S(=O)(=O)N(C)c2ccccc2)c1	-0.4	0.9	1.1	1	-5	1	-3	-0.6	-2	14	-2
Cc1ccccc1NC(=S)NCc1ccc2c(c1)OCO2	-0.1	0.9	0.2	1.1	/	1	-1	-3.4	8	12	10
Cc1cc(C)c([N+](=O)[O-])cc1NC(=O)CCSc1ccccc1Cl	-0.3	0.8	4.0	0.9	-10	0.9	1	-0.2	55*	24	-5
COc1cc2c(cc1OC)C(c1ccc3c(c1)OCO3)C1=C(CC(C)(C)CC1=O)N2 (stereo unspecified)	0.1	0.9	1.7	0.9	15	0.9	0	1.9	5	15	-14
Cc1ccc(Cc2cnc(N3C(=N)SC(C)C3=O)s2)cc1 (stereo unspecified)	-0.1	0.9	1.8	1	3	1	5	0.1	5	6	3
O=C(NC1CCCc2c1cnn2-c1ccc(F)cc1F)c1cnccn1 (stereo unspecified)	-0.1	0.7	-1.0	0.9	3	0.9	9	-1.0	-3	27	3
N#Cc1c2c(nc(N)c1-c1ccccc1)CCCCC2	0.0	0.9	3.1	0.9	/	0.8	3	4.2	9	12	15
CC1(C)CC(=O)C2=C(C1)OC(N)=C(C#N)C2c1ccccc1[N+](=O)[O-] (stereo unspecified)	-0.1	0.9	5.0	0.5	5	0.9	16	-0.6	-3	12	6
Cc1cccc(C)c1NC(=O)CNc1ncnc2sc(C)c(C)c12	-0.5	0.9	1.3	1	-25	0.9	1	0.0	7	6	-15
Cc1ccc(-c2nnc(SCC(=O)Nc3nc4c(s3)CCCC4)n2C)cc1	0.5	0.8	1.2	0.8	-9	1	7	-0.7	11	19	-6
COC(=O)C1=CNC=C(C(=O)OC)C1c1ccccc1Cl	0.1	0.9	0.1	1	-7	0.9	5	1.2	5	13	-10
CCOC(=O)C(=O)Nc1ccc([N+](=O)[O-])cc1OC	0.2	0.8	2.4	0.8	-5	0.9	8	-0.1	-10	19	-6
CCOC(=O)N1CCC(c2cc(=O)n3[nH]c(C)c(-c4ccc(F)cc4)c3n2)CC1	-0.2	1	0.5	1	6	1	-21	0.3	8	3	-21
Cn1c(SCC(=O)NCc2ccco2)nnc1-c1ccc(S(=O)(=O)N2CCOCC2)cc1	-0.4	0.9	0.7	0.9	-26	1.1	3	0.9	-8	13	0
CCOc1ccc(/C(O)=C2/C(=O)C(=O)N(c3cc(C)on3)C2c2ccc(C(=O)OC)cc2)cc1 (stereo unspecified)	-0.4	0.8	1.8	1.1	/	1.1	4	0.0	-7	18	-16
Cc1cc(N2CCN(C)CC2)nc2ccc(NC(=S)N3CCN(c4ccccn4)CC3)cc12	-0.2	1	0.1	1	12	1	-1	-2.5	95*	0	-7
Cc1cc(C)c(NC(=O)COC(=O)c2cccc3c2C(=O)c2ccccc2C3=O)c(C)c1	-0.5	0.8	4.2	0.7	-1	0.9	10	0.3	-1	22	7
C/C(=N\NC(=O)CNC(=O)C(c1ccccc1)c1ccccc1)c1ccc(C(C)(C)C)cc1	-0.2	0.9	1.9	0.9	-10	0.8	0	0.6	2	10	-12
CC1=C(C(=O)Nc2ccc(F)c(F)c2)C(c2cccs2)NC(=S)N1 (stereo unspecified)	-0.2	0.9	-0.9	1	-8	1	2	-0.1	-2	13	10
